Sm TGR inh = blocks Schistosoma mansoni thioredoxin glutathione reductase; Potency, µM (top dose mostly 114 µM), for the others: top-dose activity change, negative = inhibition, actives largely listed as inhibitors; purified TGR, DTNB reduction, TNB absorbance 405 nm; Q962Y6; 3% of 360,000 active; note: potency is the fitted concentration of half-maximal effect; nearly all actives have a fitted effect of over 60% in size
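First, TGR (20 nM dispensed) and NADPH were mixed with compound. Second, a 15 min room-temperature incubation followed. Third, further NADPH and then DTNB were added to start the reaction. Finally, TNB absorbance was monitored kinetically.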
HCV inhibitor = blocks hepatitis C virus | Huh7.5.1 HCVcc-Cre infection, luciferase reporter, 44 h | Potency, µM (doses to about 41.8 µM), inactives show at the highest dose activity change, negative = inhibition, most hits filed as inhibitors | 3.4% of 340,000 active; note: potency is the fitted concentration of half-maximal effect
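Luciferase read-out (15 sec integration) after a 15 min room-temperature substrate step quantifies HCVcc-Cre infection. Cells, 1,000 per well, had compound added 4 h post-plating, then virus at ~0.5 moi, and were cultured 44 h.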
AMA1-RON2 inh = inhibitors of Plasmodium falciparum AMA1-RON2 interaction. Potency, µM (titrated, usually from 58.2 µM), for the others: top-dose activity change, negative = inhibition, hits mostly inhibitors. 0.2% of 360,000 active. AlphaScreen AMA1-biotinylated RON2 peptide binding. AID 720542;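 note: potency is the fitted concentration of half-maximal effect; 0% = vehicle wells and -100% = peptide control; nearly all actives have a fitted effect of over 45% in size; some results filed as inactive show a strong effect at the top dose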
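AMA1 (3D7) with his tag at 25 nM final met compounds first, then biotinylated RON2 peptide at 25 nM; detection used donor plus acceptor beads, 10 µg/mL apiece, read by AlphaScreen after 30 min at room temperature.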
AmpC detergent = AmpC beta-lactamase inhibition with detergent present; 0.041% of 370,000 active; AID 485294; AmpC hydrolysis of nitrocefin, absorbance 480 nm, 0.01% Triton; Potency, µM (doses to about 114 µM), for the others: top-dose activity change, negative = inhibition, usual class: inhibitors;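 note: potency is the fitted concentration of half-maximal effect; 0% = no-compound wells and -100% = no-enzyme wells; nearly all actives have a fitted effect of over 25% in size; some results filed as inactive show a strong effect at the top dose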
Target sequence (P00811 whole entry, looked up): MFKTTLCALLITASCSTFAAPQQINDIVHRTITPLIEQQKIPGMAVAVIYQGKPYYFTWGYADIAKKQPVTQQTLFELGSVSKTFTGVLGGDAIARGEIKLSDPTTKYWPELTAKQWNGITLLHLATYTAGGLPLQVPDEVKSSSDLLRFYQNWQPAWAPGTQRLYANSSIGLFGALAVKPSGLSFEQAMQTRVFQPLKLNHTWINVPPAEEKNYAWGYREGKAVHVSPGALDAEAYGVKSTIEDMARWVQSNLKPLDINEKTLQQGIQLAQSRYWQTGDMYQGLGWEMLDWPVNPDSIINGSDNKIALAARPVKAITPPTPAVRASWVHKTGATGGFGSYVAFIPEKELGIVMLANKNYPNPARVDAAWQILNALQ
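20 mM phosphate pH 7.0 + 0.01% (detergent screen) or 0.0001% Triton X-100; 5.3 nM AmpC reagent; cpd preinc 15 min RT; nitrocefin (800 uM stock) to start; A480 q20 s × 4 min; Activity was normalised to no-enzyme and no-compound control wells.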
FBPA Giardia inh = Giardia lamblia aldolase inhibition. A8B2U2. purified Giardia FBPA. Potency, µM (series often up to 59.6 µM), for the others: at the top dose activity, negative = inhibition, actives largely listed as inhibitors. 0.71% of 290,000 active. AID 2451; note: potency is the fitted concentration of half-maximal effect; nearly all actives have a fitted effect of over 55% in size
Target sequence (A8B2U2 whole entry, looked up): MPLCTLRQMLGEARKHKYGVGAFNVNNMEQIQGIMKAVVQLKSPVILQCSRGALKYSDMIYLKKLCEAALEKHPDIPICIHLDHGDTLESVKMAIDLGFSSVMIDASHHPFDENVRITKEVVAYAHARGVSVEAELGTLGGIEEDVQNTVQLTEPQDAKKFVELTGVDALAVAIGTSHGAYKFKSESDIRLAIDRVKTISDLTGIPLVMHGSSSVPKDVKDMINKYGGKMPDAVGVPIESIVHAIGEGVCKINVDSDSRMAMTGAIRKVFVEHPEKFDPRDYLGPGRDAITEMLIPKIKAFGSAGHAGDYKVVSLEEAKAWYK
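Giardia FBPA (40 nM reagent) was preincubated 10 min at RT with compound (up to 57.5 uM final), then substrate plus GAPDH/TPI/NAD/arsenate coupling system with diaphorase/resazurin was added; resorufin fluorescence (525/598 nm) was read after 20 min.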
HCMV inh = inhibitors of human cytomegalovirus | HFF cells, HCMV-luciferase reporter, 72 h; hits give low values | activity change, negative = inhibition, % at 57.5 µM | 4.5% of 410,000 active; in the data active = activity change below about -60%; inconclusive = no clear call, values can overlap the other calls; inactive = above about -39%
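Two-dose cell screen: HFF monolayers treated with compounds and infected with luciferase-expressing HCMV at 1 PFU/cell, 72 h at 37C, then lysed for luciferase measurement.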
Numbers without * were called inactive; ? = inconclusive; / = not tested or not shown; [ ] = dose if it differs, or a comment. Unless noted, calls come from the whole dose curve; as a rule, active = well fitted curve in the direction sought with a large enough effect; inconclusive = small, poorly fitted or top-dose-only effect, or another doubt; inactive = no such curve, though single readings can be large; an effect the other way counts as inactive or inconclusive. Unless noted, % is set by controls: 0 for no effect and ±100 for the full control effect.

No.	canonical_smiles	Sm TGR inh	HCV inhibitor	AMA1-RON2 inh
1	Cc1ccc(CNC(=O)CSc2cc(C)[nH]c(=O)n2)cc1	-4%	/	/
2	COc1nc(-c2ccccc2)cc(-c2ccccc2)n1	0%	?	69%[activator]
3	COC(=O)c1ccc(OC(=O)c2cccnc2)cc1	-22%	5%	1%
4	CCCCCc1ccc(C(=O)CCCC)c(=S)[nH]1	2%	?	10%
5	NC1=NC2(CCCCCC2)n2c(nc3ccccc32)N1	15%	-5%	0%
6	Cc1cccc(NC(c2nnc(-c3ccccc3)o2)c2ccc(F)cc2Cl)c1C (centres undefined)	6%	/	/
7	COc1cc(OC)c(OC)cc1/C=N/NC(=O)c1ccc(CSc2nc(C)cc(C)n2)cc1	/	?	-15%
8	COCCCNC(=O)c1ccc(Cn2c(SCc3ccc(F)cc3)nc3cccnc32)cc1	1%	/	/
9	COc1ccc(-n2ncc3c2CC(C)(C)CC3NC(=O)c2oc(C)cc2C)cc1 (centres undefined)	2%	1%	-6%
10	Cc1ccc(C)c(N2CCN(S(=O)(=O)c3ccc4c(c3)OCCO4)CC2)c1	16%	-5%	-12%

No.	AmpC detergent	FBPA Giardia inh	HCMV inh
1	-9%	/	-8
2	-7%	2%	3
3	-9%	4%	30
4	?	11%	-19
5	-3%	/	-31
6	-1%	/	5
7	/	/	?
8	7%	/	29
9	-8%	-2%	-39
10	2%	0%	?

(more compounds)
No.	canonical_smiles	Sm TGR inh	HCV inhibitor	AMA1-RON2 inh
11	COc1ccc(C(=O)NC(=S)Nc2ccccc2[N+](=O)[O-])cc1OC	-22%	?	15%
12	CC1CC(C)CN(c2ncnc3c2cnn3-c2ccc(Cl)cc2)C1 (centres undefined)	15%	-1%	2%
13	COc1cc(/C=C/C(=O)OCC(=O)NC(=O)NC(C)C)cc(S(=O)(=O)N2CCc3ccccc32)c1OC	11%	?	-12%
14	N#Cc1ccc(OCC(=O)N2CCN(S(=O)(=O)c3cccs3)CC2)cc1	6%	-8%	-10%
15	CC(C)CC(COCc1ccc([N+](=O)[O-])cc1)N1CCN(C(=O)c2ccc(C(F)(F)F)cc2)CCC1=O (centres undefined)	1%	-3%	1%
16	C1=NCCc2c1[nH]c1ccccc21	/	6%	?
17	Cc1ccc(-c2csc(NC(=S)NC(=O)c3cc4ccccc4o3)n2)cc1	-11%	4%	11%
18	N#Cc1c(F)cccc1NCCCn1ccnc1	/	21%	-10%
19	CCCCn1c(N)c(N(CC)C(=O)CSCc2ccc(C)cc2)c(=O)[nH]c1=O	1%	10%	-11%
20	Cc1nc2cc(F)ccc2n1C1CCN(C(=O)c2c(F)cccc2F)CC1	1%	?	10%

No.	AmpC detergent	FBPA Giardia inh	HCMV inh
11	-6%	?	56
12	2%	-2%	?
13	?	-9%	18
14	?	1%	-18
15	-4%	-1%	-23
16	/	/	-95*
17	-12%	-5%	-8
18	/	/	-23
19	-11%	5%	17
20	7%	-17%	-17

9 entries already listed, ordered by SMILES length, ascending:
No.	canonical_smiles	Sm TGR inh	HCV inhibitor	AMA1-RON2 inh
16	C1=NCCc2c1[nH]c1ccccc21	/	6%	?
18	N#Cc1c(F)cccc1NCCCn1ccnc1	/	21%	-10%
12	CC1CC(C)CN(c2ncnc3c2cnn3-c2ccc(Cl)cc2)C1 (centres undefined)	15%	-1%	2%
20	Cc1nc2cc(F)ccc2n1C1CCN(C(=O)c2c(F)cccc2F)CC1	1%	?	10%
17	Cc1ccc(-c2csc(NC(=S)NC(=O)c3cc4ccccc4o3)n2)cc1	-11%	4%	11%
10	Cc1ccc(C)c(N2CCN(S(=O)(=O)c3ccc4c(c3)OCCO4)CC2)c1	16%	-5%	-12%
8	COCCCNC(=O)c1ccc(Cn2c(SCc3ccc(F)cc3)nc3cccnc32)cc1	1%	/	/
13	COc1cc(/C=C/C(=O)OCC(=O)NC(=O)NC(C)C)cc(S(=O)(=O)N2CCc3ccccc32)c1OC	11%	?	-12%
15	CC(C)CC(COCc1ccc([N+](=O)[O-])cc1)N1CCN(C(=O)c2ccc(C(F)(F)F)cc2)CCC1=O (centres undefined)	1%	-3%	1%

No.	AmpC detergent	FBPA Giardia inh	HCMV inh
16	/	/	-95*
18	/	/	-23
12	2%	-2%	?
20	7%	-17%	-17
17	-12%	-5%	-8
10	2%	0%	?
8	7%	/	29
13	?	-9%	18
15	-4%	-1%	-23

(cont.)
No.	canonical_smiles	Sm TGR inh	HCV inhibitor	AMA1-RON2 inh
21	CC12CN3CC(C)(CN(C1)C3c1ccc([N+](=O)[O-])o1)C2=O (centres undefined)	-25%	24%	-9%
22	CC1(C)CC(NC(=O)c2sc3cc(Cl)ccc3c2Cl)CC(C)(C)N1	6%	?	-11%
23	NC(=O)CC(NC(=O)c1cccc(Br)c1)c1ccc(N2CCC(Br)CC2)c([N+](=O)[O-])c1 (centres undefined)	1%	?	0%
24	CCOC(=O)c1sc(=NC(=O)c2ccc(C)cc2)n(C)c1C	12%	7%	18%
25	O=C(Nc1ccc(Br)cc1F)C(NS(=O)(=O)c1cccc2nsnc12)c1ccccc1 (centres undefined)	-5%	/	/
26	COc1ccc(S(=O)(=O)N2CCOCC2)cc1NC(=O)Cn1nnc2ccccc2c1=O	46%[activator]	18%	0%
27	O=c1[nH]c2cc3c(cc2cc1CN(Cc1ccccc1)Cc1nnnn1Cc1ccco1)OCCO3	8.9µM*	?	-4%
28	O=C(NCCc1ccccc1)C(=O)N/N=C/c1ccc2c(c1)OCO2	13%	2%	36%[activator]
29	CSc1nc(O)c(C2OC(=O)c3ccccc32)c(=O)[nH]1 (centres undefined)	3%	5%	17%
30	CC(=O)Nc1ccc(-c2cc(-c3ccccc3)nc(-c3ccccc3)n2)cc1	5%	-3%	8%[2.32 µM]

No.	AmpC detergent	FBPA Giardia inh	HCMV inh
21	-9%	2%	-37
22	-1%	5%	6
23	?	1%	-18
24	?	1%	258
25	5%	/	6
26	5%	0%	16
27	-13%	?	87
28	5%	0%	2
29	-1%	0%	12
30	-5%	0%	-18

New compounds follow
No.	canonical_smiles	Sm TGR inh	HCV inhibitor	AMA1-RON2 inh
31	CC(=O)Nc1ccccc1N(CC(O)Cn1c2ccccc2c2ccccc21)S(=O)(=O)c1ccc(C)cc1 (centres undefined)	-4%	11µM*	-4%
32	CS(=O)(=O)N1CCCC(C(=O)N2CCOCC2)C1 (centres undefined)	11%	10%	-1%
33	Cc1ccc2nc(C)c(C(=O)O)cc2c1	1%	22%	-2%
34	CC1=CC(=O)C2=C(C)CC(O)C3C(C)C(=O)OC3C12 (centres undefined)	-3%	19%	3%
35	COc1cc(/C=N/N2CCN(c3ccc(Cl)cc3)CC2)cc(OC)c1OC(C)=O	5%	2%	-6%
36	O=C(CC1(O)C(=O)Nc2ccccc21)c1ccc(-n2cnnn2)cc1 (centres undefined)	17%	14%	-8%
37	COc1ccc(NCc2cc3cc(OC)ccc3[nH]c2=O)cc1	-3%	?	-22%
38	COc1ccccc1N1CCN(S(=O)(=O)c2ccc3c(c2)NC(=O)C(C)C(=O)N3)CC1 (centres undefined)	1%	2%	0%
39	COc1ccccc1NC(=O)Nc1ccnn1C1CCCCC1	5%	-28%	4%
40	COc1ccc2[nH]c3c(c2c1)CCN1C(=O)C(CC(=O)NC/C=C(\C)CCC=C(C)C)C[C@H](C(=O)N2CCOCC2)[C@@]31CCC1CCCC1 (some centres undefined)	/	2.5µM*	15%

No.	AmpC detergent	FBPA Giardia inh	HCMV inh
31	-2%	-4%	-11
32	-9%	1%	1
33	-2%	-17%	-25
34	5%	18%	37
35	?	5%	-4
36	1%	3%	62
37	?	?	-31
38	-11%	-7%	-13
39	?	-3%	4
40	/	/	8

Additional records follow:
No.	canonical_smiles	Sm TGR inh	HCV inhibitor	AMA1-RON2 inh
41	COc1ccc(-c2csc(NC(=S)NC(=O)c3ccccc3)n2)cc1Br	-20%	12%	27%
42	O=C(C1CCC1)N1CCN(S(=O)(=O)c2cccc(F)c2)CC1	-1%	19%	11%
43	Cc1oc(-c2ccccc2F)nc1CS(=O)CC(=O)NCc1ccc(F)cc1 (centres undefined)	?	-4%	28%
44	COc1ccc(NC(=O)CCCN2C(=O)CCn3nc(-c4cn(C)c5ccccc45)cc32)cc1	1%	/	/
45	Cc1sc(NC(=O)C2=COCCO2)nc1-c1ccc(Cl)cc1	1%	-9%	-1%
46	COc1ccc(Cl)cc1NC(=O)CC(C)c1ccccc1 (centres undefined)	2%	8.9µM*	20%
47	COc1cc(C(=O)NNC(=O)c2ccc(S(=O)(=O)N3CCCCC3)cc2)cc(OC)c1OC	2%	-7%	39%[activator]
48	O=C(NC1CCCC1)C1=COCCO1	1%	10%	10%
49	Cn1c(CN2CCCC2)nc2cc(NS(=O)(=O)c3ccc(Cl)cc3)ccc21	0%	-7%	-6%
50	Cn1c(=O)[nH]c(=O)c2c1nc(N1CCCCC1)n2CCCSc1nc2ccccc2s1	-4%	10µM*	0%

No.	AmpC detergent	FBPA Giardia inh	HCMV inh
41	3%	-8%	?
42	-13%	/	-30
43	-12%	-3%	30
44	20%	/	6
45	-14%	/	1
46	1%	-17%	-19
47	-20%	9%	41
48	-17%	4%	-7
49	?	1%	-12
50	-2%	-1%	-28

Later entries:
No.	canonical_smiles	Sm TGR inh	HCV inhibitor	AMA1-RON2 inh
51	C(=NC12CN3CN(CN(C3)C1)C2)c1ccc2c(c1)OCO2	-29%	10%	49%[activator]
52	COc1cc(OC)c2c(C)c(CC(=O)NCCc3ccccc3OC)c(=O)oc2c1	1%	/	/
53	O=C(Oc1ccc(C(=S)N2CCCCC2)cc1)c1ccccc1	8%	19%	-9%
54	O=C(O)c1ccc(/C=C2\SC(=S)N(Nc3ccccc3)C2=O)cc1	3.2µM*	-20%	0%
55	CCOC(=O)c1cc2c(=O)n3ccccc3nc2n(C)c1=NC(=O)c1c(-c2c(F)cccc2Cl)noc1C	-17%	?	19%
56	Cc1ccc(C(=O)COC(=O)CNC(=O)c2ccccc2)s1	-5%	9%	6%
57	CCOc1ccc(OCC)c(NC(=O)Cn2c(C)nc3ccccc3c2=O)c1	-2%	-10%	-7%
58	COc1ccc(NC(=O)c2c(C)oc3ccc(O)c(CN4CCCCCC4)c23)cc1	-2%	/	/
59	O=C(CSc1nnc(-c2ccc(O)cc2)n1Cc1ccco1)N1CCc2ccccc2C1	?	-26%	-17%
60	O=C(/C=C/c1ccccc1[N+](=O)[O-])Nc1ccccc1	9%	-6%	0%
61	Cc1cccc(NC(=O)CSc2nnc(NC(=O)CN3CCOCC3)s2)c1	-16%	-2%	20%
62	COc1ccc(Cl)cc1S(=O)(=O)N1CCN=C1c1ccccc1	1%	0%	11%

No.	AmpC detergent	FBPA Giardia inh	HCMV inh
51	8%	1%	38
52	0%	/	-1
53	7%	-20%	-13
54	0%	-7%	-35
55	-1%	/	?
56	-3%	/	0
57	2%	-6%	22
58	11%	/	-67*
59	-8%	10%	-36
60	-10%	-8%	-8
61	?	-1%	24
62	2%	/	30
